Hep lipid drop – hepatic lipid droplet formation modulation | AML12 mouse hepatocytes, oleate lipid droplets, BODIPY imaging | 240,000 tested, 0.4% active | inhibition, % at 6.5 µM;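 active = lipid droplet intensity inhibited by at least 50%, with more than 500 cells counted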
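Material – AML12 mouse liver cells · Also added – oleate loading, 100 µM · Compound dosing – 6.5 µM single-point dosing · Times – overnight treatment with compound plus oleate · Measured by – fluorescence imaging, 20x objective, two fields per well · Read-out – percent inhibition of filter-corrected integrated lipid droplet intensity per well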
Hep lipid drop cells 6.5 µM – second read-out of Hep lipid drop, no call of its own (marks repeat the call); cell count; measured here: cell count, cytotoxicity flag;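 cells counted across two imaged fields per well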
* = called active by the depositor. These rows are one share of the data (hit frequency here may not be typical).

The line under a structure holds: Hep lipid drop | Hep lipid drop cells 6.5 µM
COc1cc2nc(N(CCN(C)C)C(=O)c3ccc4ccccc4c3)sc2cc1OC
    48 | 572
Cc1cc(C)cc(OC(C)C(=O)Nc2ccccc2C(=O)NCc2cccnc2)c1 (stereo not given)
    -15 | 775
COc1ccc(NC(=O)C2CCN(S(=O)(=O)c3ccc(N4CCCC4=O)cc3)CC2)cc1OC
    10 | 730
CCOc1ccc(/C=N\NC(=O)c2c(C)nc3cc(C)ccn23)cc1
    4 | 808
COc1ccc(CNC(=O)C(C)NCc2ccccc2Cl)cc1 (stereo not given)
    -5 | 409
Cc1ccc(-c2csc3ncnc(N4CCN(Cc5ccccc5)CC4)c23)cc1
    -17 | 840
O=C(O)c1cc2c(cc1NC(=O)c1c(F)cccc1F)OCCCO2
    29 | 761
CC(C)c1ccc(C2/C(=C(/O)c3ccc(F)cc3)C(=O)C(=O)N2CCCN2CCOCC2)cc1 (stereo not given)
    -1 | 865
CC(=O)Nc1ccc(S(=O)(=O)N(Cc2cc3ccc(C)cc3[nH]c2=O)CC2CCCO2)cc1 (stereo not given)
    -6 | 677
O=C(c1cc(COc2ccc(F)cc2F)on1)N1CCN(C(=O)c2ccco2)CC1
    -45 | 636
COc1ccccc1C1CCN(C(=O)c2ccc(Cl)cc2)CC1
    -15 | 825
Cc1ccc(N(Cc2ccccc2)C(=O)CN2C(=O)NC3(CCCC3)C2=O)cc1
    0 | 850
CC(=O)Oc1ccccc1C(=O)NC(C)CCc1ccccc1 (stereo not given)
    -20 | 800
Cn1cc(CCCC(=O)NCc2ccc(F)cc2)c2ccccc21
    -5 | 808
COc1ccc(NC(=O)/C(C#N)=C\c2ccc(-c3cc(C(=O)O)ccc3C)o2)cc1
    0 | 782
CCn1c(SCC(=O)NC2=NCCS2)nnc1C(C)NC(=O)c1ccc(Cl)cc1 (stereo not given)
    -1 | 793
Nc1cccc2c1C(=O)N(CCOc1ccccc1F)C2=O
    2 | 832
COc1ccc(CC(=O)Oc2ccc(C#N)cc2)cc1
    3 | 798
COc1ccc(-c2nc3ccccc3c(=O)[nH]2)cc1
    6 | 823
CCn1c(CCCNC(=O)c2ccco2)nc2ccccc21
    -1 | 785
COc1cc(NC(=O)COC(=O)CCOc2ccc(C)cc2)cc(OC)c1
    -8 | 752
CCC1C(=O)NCCN1C(=O)c1ccc2nc(Cc3ccc(OC)cc3)oc2c1 (stereo not given)
    27 | 696
CC(C)(C)OC(=O)n1cc(C(=O)c2ccccc2O)cn1
    -10 | 784
CC(C)OC(=O)c1ccc(N2CCN(c3ccccc3F)CC2)nc1
    9 | 848
O=C(CCCc1c[nH]c2ccccc12)Nc1ncccc1O
    14 | 707
O=S(=O)(N/N=C\c1ccccc1O)c1ccc(Cl)cc1
    -3 | 901
CCOc1ccc(NC(=O)CCCN2C(=O)C(c3ccccc3)Oc3cccnc32)cc1 (stereo not given)
    17 | 743
Cc1cc(N2C(=O)C(O)=C(C(=O)c3ccco3)C2c2ccc([N+](=O)[O-])cc2)no1 (stereo not given)
    22 | 803
C=CCNc1nnc(Cc2ccc(C(C)C)cc2)c(=O)[nH]1
    5 | 728
CC1CC(C)CN(S(=O)(=O)c2cccc3nonc23)C1 (stereo not given)
    8 | 820

Next part:
The line under a structure holds: Hep lipid drop | Hep lipid drop cells 6.5 µM
Cc1ccc(OC(C)C(=O)Nc2ccccc2C(=O)N2CCOCC2)cc1 (stereo not given)
    14 | 709
O=C(Nc1cccc(OCC(=O)N2CCOCC2)c1)c1ccc(C(F)(F)F)cc1
    -3 | 792
CC(=O)N1CC(=O)N(c2ccccc2)C1=O
    8 | 781
Cc1ccc(S(=O)(=O)Nc2nnc(CC(C)(C)C)s2)cc1
    -1 | 780
CCc1ccc(N(CC(=O)NCc2cccnc2)S(=O)(=O)c2ccccc2)cc1
    13 | 620
O=C(CSc1nnc(-c2ccccc2)o1)N1CCCCC1
    8 | 711
CCOC(=O)c1ccc(NC(=O)CN2CCN(C(=O)C3CCCO3)CC2)cc1 (stereo not given)
    0 | 804
COc1ccc(NC(=O)C2CCCN(S(=O)(=O)c3ccc(-n4cnnn4)cc3)C2)cc1 (stereo not given)
    -9 | 627
CCN(CC)C(=S)SCc1csc(CC(=O)Nc2ccccc2C)n1
    2 | 656
CCCCN(C(=O)c1ccc(N(C)S(=O)(=O)c2ccc(C)cc2)cc1)c1c(N)n(CCC)c(=O)[nH]c1=O
    -6 | 857
COc1ccccc1NC(=O)NNC(=O)c1cc2ccccc2cc1O
    0 | 774
COc1ccc(C)cc1NC(=O)CNC(c1ccccc1)c1ccccc1
    -1 | 816
COc1ccc(N2CCN(C(=O)c3oc4ccccc4c3NC(=O)Cc3cccc(OC)c3)CC2)cc1
    -17 | 757
CS(=O)(=O)Cc1cccc(C(=O)NC2CCSc3ccccc32)c1 (stereo not given)
    10 | 793
CCOc1ccc(C(C(=O)NC(C)(C)C)N(CCOC)C(=O)CCC(=O)Nc2ccccn2)cc1 (stereo not given)
    17 | 812
CCOc1cccc(CN2CCCC(C(=O)Nc3ccc(-c4ccn[nH]4)cc3)C2)c1O (stereo not given)
    10 | 660
CNCCC(=O)N1c2ccccc2CCc2ccc(NC(=O)OC)cc21
    4 | 841
COc1ccc(C(=O)Nc2nnc(SCC(=O)NCc3ccco3)s2)cc1OC
    -3 | 770
NC(=O)c1nsc(C(=O)N(CC(=O)NCc2ccccc2)c2cccc(F)c2)c1N
    -12 | 763
Cc1onc(NC(=O)NC(=O)c2c(F)cccc2Cl)c1Br
    9 | 822
CCOc1ccccc1/C=C/c1onc(C)c1S(=O)(=O)N1CCC(C(=O)NC(C)C)CC1
    12 | 715
COc1ccccc1C1CC(c2ccc(NS(C)(=O)=O)cc2)=NN1S(=O)(=O)c1ccccc1 (stereo not given)
    -31 | 660
CC(=O)C1=NOC2C(=O)N(c3ccccc3)C(=O)C12 (stereo not given)
    8 | 838
CCC(C)NC(=O)Cn1cc(S(=O)(=O)N2CCCC2)c(S(=O)(=O)N2CCCC2)c1 (stereo not given)
    -4 | 696
Cc1nc2scc(C)n2c(=O)c1S(=O)(=O)N1CCN(c2ccccc2)CC1
    -9 | 783
O=C(c1ccc(Br)o1)N1CCN(CCc2ccncc2)CC1
    -12 | 822
O=C(COc1ccc(Br)cc1Cl)NC(=S)Nc1ccccn1
    -2 | 832
O=C(NCCCn1ccnc1)C1CCN(S(=O)(=O)c2ccc(F)cc2)CC1
    -34 | 812
CCN(C(=O)c1ccc(NC(=O)Cc2ccccc2)cc1)c1ccccc1
    -20 | 674
CCCc1cc(=O)n2[nH]c(SCc3ccc(Cl)cc3)nc2n1
    18 | 813

Going on with the list.
The line under a structure holds: Hep lipid drop | Hep lipid drop cells 6.5 µM
O=C(N/N=C/c1cccc(OC(=O)c2ccc([N+](=O)[O-])cc2)c1)c1cccnc1
    0 | 816
NS(=O)(=O)c1ccc(CCNC(=O)c2cnc(Cl)c(Cl)c2)cc1
    11 | 773
Cc1onc(-c2ccccc2Cl)c1C(=O)Nc1ccc(Br)cc1
    -4 | 765
COc1ccccc1N1CCN(/N=C/c2cc(Br)ccc2F)CC1
    3 | 804
CC(C)[C@H](NC(=O)N1CC(=O)Nc2ccccc21)C(=O)N1CCC(C(=O)O)CC1
    -4 | 695
COc1ccc(-c2csc(Nc3cccc(C)n3)n2)cc1
    15 | 785
CCC(C(=O)O)n1nnc(-c2ccc(OCc3ccccc3)c(OC)c2)n1 (stereo not given)
    6 | 815
Cc1cc2c3c([nH]c2cc1S(=O)(=O)NCc1ccc(CN2CCCCCC2)o1)CCCC3=O
    -36 | 718
COc1ccc(/C=C/C(=O)NC2CC3CCC2C3)cc1 (stereo not given)
    -4 | 774
CCCCc1nc(SCC(=O)N2CCCC2)c2c(=O)n(C)c(=O)n(C)c2n1
    -3 | 840
O=C(NCCCCNC(=O)c1cccnc1Cl)c1cccnc1Cl
    2 | 648
O=S(=O)(c1ccccc1Cl)N1CCC(Cc2ccccc2)CC1
    11 | 832
O=C1C(=O)N(CCCO)C(c2ccc(Br)cc2)/C1=C(\O)c1ccc(Br)cc1 (stereo not given)
    -1 | 848
Cc1ccc(NC(=O)Nn2cnnc2)c(C)c1
    9 | 865
CCCCC(=O)Oc1c(S(=O)(=O)c2ccccc2)c(C)nn1C(C)(C)C
    -3 | 840
NC(=O)CC(NC(=O)Cc1ccc(Br)cc1)c1ccc(N2CCC(N3CCCCC3)CC2)c([N+](=O)[O-])c1 (stereo not given)
    9 | 766
COc1ccc(CCN(C)C2CCCN(S(=O)(=O)C(C)C)C2)cc1OC (stereo not given)
    -1 | 832
Cc1ccc(NC(=O)Cc2nnc(SCC(=O)Nc3nncs3)n2C)cc1
    10 | 688
COc1cccc(OCc2cc(C(=O)NCCc3cccc(C)n3)no2)c1
    14 | 835
O=C(CSc1nnnn1-c1cccnc1)Nc1cccc(Cl)c1
    -1 | 771
CC(C)c1c(C(=O)N/N=C/c2ccc(C(F)(F)F)cc2)nnn1-c1nonc1N
    -2 | 737
Cc1c(C(=O)NC(C)C2CC3CCC2C3)cccc1[N+](=O)[O-] (stereo not given)
    2 | 840
COc1ccccc1-c1nc(S(=O)(=O)c2ccccc2)c(N2CCOCC2)o1
    -14 | 800
O=C(CSc1nc2ccccc2c(=O)n1Cc1ccccc1)Nc1ccc(Br)cc1C(=O)O
    4 | 796
Cc1noc(/C=C/c2ccccn2)c1[N+](=O)[O-]
    5 | 844
O=C(NCc1ccccc1Cl)C1CCN(c2ncnc3c2nc2n3CCCCC2)CC1
    -4 | 671
CCCn1cnc2cc(NCc3ccc(Br)cc3)ccc21
    2 | 823
COc1cccc(-c2nc(CS(=O)CC(=O)NCCc3ccccc3)c(C)o2)c1 (stereo not given)
    -5 | 714
O=C(O)CNC(=O)C1CCCN1C(=O)CNC(=O)OCc1ccccc1 (stereo not given)
    4 | 753
CCOc1ccc(Nc2ncnc3c2nnn3Cc2ccccc2)cc1
    -8 | 831

In the list so far, these contain a nitro group on carbon:
The line under a structure holds: Hep lipid drop | Hep lipid drop cells 6.5 µM
Cc1cc(N2C(=O)C(O)=C(C(=O)c3ccco3)C2c2ccc([N+](=O)[O-])cc2)no1 (stereo not given)
    22 | 803
O=C(N/N=C/c1cccc(OC(=O)c2ccc([N+](=O)[O-])cc2)c1)c1cccnc1
    0 | 816
NC(=O)CC(NC(=O)Cc1ccc(Br)cc1)c1ccc(N2CCC(N3CCCCC3)CC2)c([N+](=O)[O-])c1 (stereo not given)
    9 | 766
Cc1c(C(=O)NC(C)C2CC3CCC2C3)cccc1[N+](=O)[O-] (stereo not given)
    2 | 840
Cc1noc(/C=C/c2ccccn2)c1[N+](=O)[O-]
    5 | 844

Other records
The line under a structure holds: Hep lipid drop | Hep lipid drop cells 6.5 µM
CCC(C)CCN1C(Nc2ccccc2)=NC[C@@H]1CC(C)C (stereo not given in full)
    -2 | 799
COc1ccccc1C(=O)Nc1c(C(=O)N(CCN(C)C)Cc2ccco2)oc2ccccc12
    -21 | 605
CN(C)Cc1c(C(=O)N/N=C/c2ccc(OCc3ccc(F)cc3)cc2)nnn1-c1nonc1N
    5 | 767
O=C(Nc1cccc2c1CCCC2)c1cccc(F)c1
    -11 | 749
Cc1ccc2cc(CCNC(=O)c3ccc(S(=O)(=O)N4CCOCC4)cc3)c(=O)[nH]c2c1
    -4 | 794
O=C(c1ccc2[nH]c(=O)c(=O)[nH]c2c1)N1CCc2ccccc21
    -8 | 719
CCCc1c(C(=O)N/N=C(\C)c2ccc(O)cc2)nnn1-c1nonc1N
    0 | 775
Cc1cccc(NC(=O)CCN2CC(C)CC(C)C2)c1 (stereo not given)
    -2 | 812
Cc1cc(C)c2oc(C(=O)N3CCN(C)CC3)cc(=O)c2c1
    -43 | 862
CCCC(=O)N(CCN1CCOCC1)c1nc2c(OC)ccc(C)c2s1
    -17 | 790
COc1ccc(C(=O)Nc2c(N)nc(SCC(=O)Nc3ccc(C(C)=O)cc3)[nH]c2=O)cc1
    20 | 722
O=c1[nH]c(/C=C/c2cccc([N+](=O)[O-])c2)c([N+](=O)[O-])c(=O)[nH]1
    -9 | 798
COc1ccc(C(=O)NCCCCCCNC(=O)c2ccc(OC)cc2)cc1
    0 | 801
Cn1cc(S(=O)(=O)Nc2ccc(Cl)cc2Cl)c(=O)n(C)c1=O
    0 | 755
CC(=O)N1CCC(C(=O)N2CCN(S(=O)(=O)c3cccs3)CC2)CC1
    2 | 863
CCOC(=O)[C@@H]1[C@H]2COc3ccccc3[C@@H]2N2C(=O)N(c3cccc(Cl)c3)C(=O)[C@]12C
    -3 | 838
COc1cc(C)c(CN2CCC(n3nccc3NC(=O)C3CCOC3)CC2)cc1C (stereo not given)
    -13 | 690
Cc1ccc2nc(SCC(=O)NCc3ccc(S(N)(=O)=O)cc3)[nH]c2c1
    2 | 793
O=[N+]([O-])c1ccccc1OCCCN1CCc2ccccc2C1
    4 | 798

Part of the list above in order of SMILES length, descending:
The line under a structure holds: Hep lipid drop | Hep lipid drop cells 6.5 µM
CN(C)Cc1c(C(=O)N/N=C/c2ccc(OCc3ccc(F)cc3)cc2)nnn1-c1nonc1N
    5 | 767
Cc1ccc2nc(SCC(=O)NCc3ccc(S(N)(=O)=O)cc3)[nH]c2c1
    2 | 793
CC(=O)N1CCC(C(=O)N2CCN(S(=O)(=O)c3cccs3)CC2)CC1
    2 | 863
O=C(c1ccc2[nH]c(=O)c(=O)[nH]c2c1)N1CCc2ccccc21
    -8 | 719
Cc1cc(C)c2oc(C(=O)N3CCN(C)CC3)cc(=O)c2c1
    -43 | 862
CCC(C)CCN1C(Nc2ccccc2)=NC[C@@H]1CC(C)C (stereo not given in full)
    -2 | 799

From PubChem
